Screening data from PubChem BioAssay.
PKA-R1A act: activates the PKA-R1A holoenzyme complex; P00514+P68181; PKA-R1A dissociation, Cy5-IP20 fluorescence polarization; scaled: DMSO 0%, 113 µM cGMP 100%; activation, % at 11.4 µM; 340,000 compounds, 0.083% hits;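 active = percent activation above the mean of all tested compounds plus 3 SD, cut at about 19% in these data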;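 note: higher means more PKAc released from R1A so a rise in polarization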
DAGLB inhibitor: diacylglycerol lipase beta (human) inhibition. AID 504411. inhibition, % at 5.17 µM. HEK293T DAGLB membrane lysate, EnzChek fluorogenic substrate. 340,000 compounds, 0.059% hits; in the data active = inhibition above about 34%;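 note: 0% = enzyme with vehicle and 100% = wells lacking enzyme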
PKA-R2B act: activates the human PKA-R2B holoenzyme complex. P22694+P31323. PKA-R2B holoenzyme dissociation, Cy5-IP20 fluorescence polarization; R2B truncated from residue 108, S112A mutant; 0% DMSO only, 100% 113 µM cGMP. activation, % at 11.4 µM. 340,000 compounds, 0.079% hits;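 active = activation above a cutoff set at the mean over all compounds plus 3 SD, cut at about 18% in these data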;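 note: higher means more holoenzyme dissociation and a rise in polarization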
Pemphigus Ab inh: inhibitors of pemphigus antibody binding to human desmoglein-3 | P32926 | DSG3-coupled beads, scFv-anti-DSG3-GFP binding, flow cytometry; active compounds read low | binding (percent of control), % at 10 µM | 310,000 compounds, 0.48% hits | AID 588358;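 active = binding more than 3 SD below its plate's average and above zero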;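 note: hits lower antibody fragment binding to DSG3; some compounds called inactive have numbers as strong as hits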
Target sequence (P32926 whole entry, looked up, the tested form may be a part): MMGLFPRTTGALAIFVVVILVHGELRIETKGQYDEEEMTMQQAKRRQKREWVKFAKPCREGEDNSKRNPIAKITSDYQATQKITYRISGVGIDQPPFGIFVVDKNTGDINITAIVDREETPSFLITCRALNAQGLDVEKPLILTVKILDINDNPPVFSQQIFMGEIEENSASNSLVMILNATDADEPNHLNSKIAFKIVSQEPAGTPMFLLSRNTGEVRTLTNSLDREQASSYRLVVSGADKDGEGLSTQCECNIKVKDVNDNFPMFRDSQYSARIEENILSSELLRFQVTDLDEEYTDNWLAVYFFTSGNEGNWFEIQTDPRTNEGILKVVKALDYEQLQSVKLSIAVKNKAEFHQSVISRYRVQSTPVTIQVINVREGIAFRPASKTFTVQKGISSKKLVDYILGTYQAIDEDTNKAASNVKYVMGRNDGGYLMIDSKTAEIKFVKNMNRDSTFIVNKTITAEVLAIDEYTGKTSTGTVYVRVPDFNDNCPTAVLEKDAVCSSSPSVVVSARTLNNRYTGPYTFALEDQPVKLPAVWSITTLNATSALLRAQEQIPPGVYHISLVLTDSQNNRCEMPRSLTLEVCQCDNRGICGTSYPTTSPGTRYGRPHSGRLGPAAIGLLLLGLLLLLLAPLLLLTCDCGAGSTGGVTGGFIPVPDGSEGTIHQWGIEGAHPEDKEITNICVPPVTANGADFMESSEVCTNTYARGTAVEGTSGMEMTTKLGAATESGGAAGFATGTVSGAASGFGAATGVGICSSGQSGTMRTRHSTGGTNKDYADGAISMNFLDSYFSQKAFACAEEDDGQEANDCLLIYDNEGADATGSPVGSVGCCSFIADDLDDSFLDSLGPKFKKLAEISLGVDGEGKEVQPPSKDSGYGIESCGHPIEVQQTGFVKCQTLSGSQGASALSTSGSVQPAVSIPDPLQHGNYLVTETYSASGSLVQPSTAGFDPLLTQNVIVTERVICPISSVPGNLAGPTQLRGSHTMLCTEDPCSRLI
Arrestin-AP2 inh: human beta-arrestin and AP2 interaction inhibition; AID 504490; inhibition, % at 10 µM; FITC-arrestin peptide / GST-AP2 beads, flow cytometry; AP2 beta2 appendage carries R879A mutation; 340,000 compounds, 0.31% hits;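 active = inhibition above a set limit, near 3 SD of compounds lacking own fluorescence, cut at about 54% in these data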;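 note: plate controls were DMSO wells for no effect and 5 µM unlabelled arrestin peptide for full effect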
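System: GST-AP2 R879A bound to glutathione beads, E. coli-expressed. Also added: 50 nM FITC-arrestin peptide. Schedule: compound with beads 12 min RT, then probe 1 h RT. Signal: bead flow cytometry, FITC channel. Read-out basis: percent response.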
HTR5A ag: counter-screen for OPRM1-OPRD1 agonists: human HTR5A agonism. P47898. HTR5A agonist assay, luminescence, cell-based. 340,000 compounds, 0.61% hits. activation, % at 9.3 µM. AID 504692; in the data active = activation mostly above about 9.5%, no sharp cut-off; inactive = mostly below about 7.6%;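 note: 0% = cells with vehicle only and 100% = reference agonist; strong numbers were not always called active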
V-ATPase pH: regulators of yeast V-ATPase proton transport; AID 504577; S. cerevisiae, pHLuorin cytosolic pH fluorescence; response, % at 10 µM; 350,000 compounds, 0.37% hits; in the data active = response mostly above about 7.3%, no sharp cut-off; inactive = mostly below about 5.4%; note: actives read high; inactives centre near 0; some compounds called inactive have numbers as strong as hits; reference of the scale not given here
HTR5A inv ag: counter-screen for OPRM1-OPRD1 inverse agonists: human HTR5A inverse agonism. P47898. HTR5A cell line, luminescence. inhibition, % at 9.3 µM. 340,000 compounds, 0.083% hits. AID 504634; in the data active = inhibition mostly above about 23%, no sharp cut-off; inactive = mostly below about 18%;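 note: 0% = cells with DMSO and 100% = no-cell wells with DMSO; some compounds called inactive have numbers as strong as hits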
MOR-DOR inv ag: mu-delta opioid heterodimer inverse agonism; P35372+P41143; cell-based MOR-DOR heterodimer luminescence; inhibition, % at 9.3 µM; 340,000 compounds, 0.21% hits; AID 504357; in the data active = inhibition above about 22%, passing the limit was not always enough;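 note: 0% = cells with DMSO and 100% = wells without cells with DMSO; values of inactives mirror those of a sister screen read the other way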
MOR-DOR ag: OPRM1-OPRD1 heterodimerization agonism; cells, luminescence; AID 504326; P35372+P41143; activation, % at 9.3 µM; 340,000 compounds, 0.3% hits; in the data active = activation above about 18%;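 note: 0% = vehicle-treated cells and 100% = reference agonist; values of inactives mirror those of a sister screen read the other way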
Numbers without * were called inactive; . = no result given.

The opening two compounds (preview)
Sequence of screens: PKA-R1A act, Arrestin-AP2 inh, MOR-DOR ag, HTR5A ag, PKA-R2B act, V-ATPase pH, Pemphigus Ab inh, MOR-DOR inv ag, DAGLB inhibitor, HTR5A inv ag
O=c1c2ccccc2ncn1-c1ccc2c(c1)OCCO2
 : -3.0, 10.2, 3.2, 7.5, 1.6, 2.7, 97.4, -18.9, 1.6, -17.5
COc1ccc(/C=C/C(=O)C2CC2)cc1COc1cccc(C)c1C
 : -2.6, -3.4, -0.2, 3.8, 0.1, 1.6, 108.4, 1.3, -23.7, 1.9

All compounds of this part, from the start:
Sequence of screens: PKA-R1A act, Arrestin-AP2 inh, MOR-DOR ag, HTR5A ag, PKA-R2B act, V-ATPase pH, Pemphigus Ab inh, MOR-DOR inv ag, DAGLB inhibitor, HTR5A inv ag
O=c1c2ccccc2ncn1-c1ccc2c(c1)OCCO2
 : -3.0, 10.2, 3.2, 7.5, 1.6, 2.7, 97.4, -18.9, 1.6, -17.5
COc1ccc(/C=C/C(=O)C2CC2)cc1COc1cccc(C)c1C
 : -2.6, -3.4, -0.2, 3.8, 0.1, 1.6, 108.4, 1.3, -23.7, 1.9
O=C(CN1C(=O)C2C3c4ccccc4C(c4ccccc43)C2C1=O)Nc1cccc(C(=O)O)c1 (configuration not stated)
 : 10.5, 26.7, -1.0, 0.2, 3.8, -0.5, 99.1, 5.2, 0.8, -0.7
CCCCN(C)CCN1C(=O)C2C(C(=O)Nc3ccc(C)cc3)C3C=CC2(O3)C1C(=O)NC1CCCCC1 (configuration not stated)
 : -3.9, 35.0, 2.2, 0.1, -8.2, 4.5, 114.2, -18.0, 0.8, -0.2
Cc1c(S(=O)(=O)N(C)C2CCCCC2)c(=O)n(C)c(=O)n1C
 : -1.1, -5.7, -1.3, -7.0, -3.5, 1.9, 97.8, 8.4, -2.8, 19.2
O=C(NCCN1CCOCC1)c1cc2sccc2n1Cc1ccc(F)cc1
 : -10.1, 6.0, -0.3, -1.8, -6.8, -0.1, 103.2, 1.9, -0.4, -6.4
COc1ccccc1-n1c(SCC(=O)Nc2ccccc2C)nc(O)cc1=O
 : 11.5, -5.6, -2.0, 6.5, -2.1, 0.3, 108.9, 10.1, 1.2, -3.1
CS(=O)(=O)c1nc(S(=O)(=O)c2ccc(Cl)cc2)c(N2CCN(CCO)CC2)s1
 : 8.0, 12.8, -2.0, 2.5, 3.1, 1.1, 103.9, 10.2, 0.4, 3.4
COc1cc2c(cc1O)C(SC)=NC(C)(C)C2
 : -7.6, 1.7, 0.7, -2.1, -13.7, 0.2, 102.4, -3.8, -2.8, -48.1
O=C(NCc1cccnc1)NC1CC(=O)N(c2ccc3c(c2)OCCO3)C1 (configuration not stated)
 : -3.5, -3.0, -3.5, 2.9, -0.3, 0.0, 88.8, 18.0, 1.8, 18.3
Cc1oc(C(C)(C)C)cc1C(=O)NCC(=O)NCC(=O)O
 : -7.6, 6.9, 0.7, 7.8, 0.2, -1.2, 88.5, -4.1, 1.7, -20.4
O=c1c2ccccc2oc2cc(-c3ccc4cc[nH]c4c3)ccc12
 : -23.6, 7.5, 0.7, -0.8, -10.0, -1.0, 104.2, -4.1, 0.7, -10.3
CCNC(C(=O)c1c[nH]c2c(CC)cccc12)c1ccccc1 (configuration not stated)
 : -0.5, -13.3, 1.1, -2.8, -11.6, -1.6, 120.2, -9.1, -1.3, 1.8
COC(=O)c1ccc(C(=O)N(C)C2CCCN(Cc3ccccc3F)C2)nc1 (configuration not stated)
 : 4.3, 0.7, -1.1, -2.0, 6.6, 1.3, 109.8, 5.8, -0.9, 5.5
CSC(=NC#N)N1CCN(c2cccc(Cl)c2)CC1
 : -12.2, 21.2, -1.4, -2.8, 1.7, -10.2, 95.5, 7.4, -0.3, -19.5
N=c1n(CC(=O)c2cccs2)c2ccccc2n1Cc1ccccc1
 : 0.0, 0.7, -3.0, -3.6, -3.3, -5.2, ., 14.7, 0.9, -2.1
CN(Cc1ccccc1)C(=O)c1ccc(NC(=O)Cc2ccc([N+](=O)[O-])cc2)cc1
 : -9.3, 0.9, -3.0, 9.0, -11.0, -2.4, 100.9, 17.2, -1.0, -26.4
CCOc1ccc(C2C(C(=O)c3cccs3)=C(O)C(=O)N2CCN2CCOCC2)cc1 (configuration not stated)
 : 7.2, -2.0, -1.8, 0.0, 2.2, -40.1, 94.0, 10.1, 0.4, 0.0
C[C@H](NC(=O)N1CCC(Cc2ccccc2)CC1)C(=O)O
 : 4.6, 40.3, -2.2, 6.1, 3.6, 2.7, 107.2, 9.9, -2.1, -21.5
C1CCC(Nc2nc3nonc3nc2N2CCSCC2)C1
 : -5.7, 2.9, 0.0, 2.1, -4.1, -0.8, 95.3, 0.0, -1.9, 0.0
CCOc1ccc(S(=O)(=O)Nc2ccccc2SC)c2cccnc12
 : 9.2, 12.3, -1.9, -3.7, 8.2, 2.8, ., 10.7, -3.1, -24.8
CCCN(CCC)S(=O)(=O)c1ccc(C(=O)NCc2n[nH]c(=S)n2-c2ccc(Cl)c(Cl)c2)cc1
 : -9.7, -3.0, 2.4, -6.1, -3.4, 1.6, 104.2, -16.4, 5.0, -0.3
CCn1nc(C)cc1C(=O)N(C)C1CCCN(Cc2ccccc2F)C1 (configuration not stated)
 : -0.2, 3.1, -2.7, 1.8, -1.7, 5.3, ., 14.3, -1.4, -5.4
COc1ccc(C(=O)NCC(=O)N/N=C/c2cn[nH]c2-c2ccccc2)cc1
 : -3.5, 21.5, -1.0, 3.8, -6.2, -2.3, 84.7, 6.2, -1.9, 7.1
Cc1cnc(C)c(N2CCN(Cc3cn(C)nc3-c3cccc(Cl)c3)CC2)n1
 : 8.2, 0.9, -0.6, 2.7, -10.9, -0.7, 109.7, 4.5, -5.0, 8.7
Nc1c(C(=O)Nc2ccc3c(c2)OCCO3)nnn1Cc1ccc(F)cc1
 : -0.9, -7.5, -0.8, 6.0, -3.1, 0.3, 96.5, 5.5, 1.4, -18.2
CCCCN(C(=O)c1cc2ccccc2o1)c1c(N)n(CCC)c(=O)[nH]c1=O
 : -6.5, 7.2, -1.3, -0.9, -2.8, -1.4, 88.7, 9.5, 2.0, 2.6
Cc1nc(N)sc1-c1csc(Nc2cc(N(C)C)ccc2Cl)n1
 : 0.7, ., ., ., -2.1, -0.2, 95.8, ., 5.7, .
COc1ccc(OC)c(N/C(C)=C/C(=O)c2ccc(C)o2)c1
 : -2.6, 14.0, 2.4, -2.0, 3.3, 3.0, 91.6, -12.1, -2.1, 5.2
CCC(Oc1ccc(C)cc1)C(=O)Nc1ccc(S(=O)(=O)Nc2cc(C)on2)cc1 (configuration not stated)
 : 2.3, 10.6, 1.6, -2.6, -4.7, 1.2, 106.5, -12.9, 4.0, 7.8
Nc1ccccc1C(=O)N1CCCC1
 : 1.6, 4.2, -2.3, -1.0, -1.5, 3.5, 101.3, 11.7, -0.4, 34.9
O=C(Nc1c2c(nn1-c1ccc(Cl)cc1)CS(=O)(=O)C2)C1CC1
 : -6.4, 23.6, -0.7, -4.0, 11.0, 3.4, 102.5, 3.6, 2.2, 9.7
O=C(Cc1cccc2ccccc12)OCn1nnc2ccccc2c1=O
 : 0.5, 4.2, -1.1, -0.8, -0.2, -1.9, 98.3, 6.3, -3.5, 9.4
CCN(C(=O)CSc1nnc(C)n1-c1cccc(C)c1)C1CCS(=O)(=O)C1 (configuration not stated)
 : -4.0, -16.3, -2.4, 0.9, 4.0, -4.2, 102.2, 12.4, 0.2, -3.2
CN/S(=N/S(=O)(=O)c1ccccc1)c1ccc(C)cc1 (configuration not stated)
 : -6.2, 4.0, -2.6, -2.6, 4.1, 2.5, 106.0, 15.0, -4.4, 7.5
CCOc1cc(CNc2ccc(N(C)C)cc2)cc(Br)c1OCC(=O)NC(C)(C)C
 : -4.5, -24.4, -0.8, -1.4, -2.2, -2.2, 95.6, 4.8, -0.8, 5.5
CN(C)CCN(Cc1cccs1)S(=O)(=O)c1csc(C(N)=O)c1
 : -5.2, 6.5, -2.1, -1.3, -6.9, 1.3, 96.9, 11.6, -3.0, 11.6
COc1cc2c(cc1NC(=O)CC1SC(N3CCCC3)=NC1=O)oc1ccccc12 (configuration not stated)
 : 8.8, 23.6, -0.8, 9.6, -5.0, -1.9, ., 5.2, 5.0, 13.7
COc1ccc(C(=O)/C=C/C(=O)N(Cc2ccc3c(c2)OCO3)C(C(=O)NC2CCCCC2)c2ccncc2)c(O)c1 (configuration not stated)
 : -0.1, 10.8, -3.8, -1.6, -9.9, -6.0, 101.5, 19.9, 1.5, 1.6
C/C=C/C(=O)OCC(=O)Nc1cc(OC)c([N+](=O)[O-])cc1C
 : -9.0, -10.1, -2.3, 1.9, -5.6, -3.7, 113.3, 11.0, -3.8, -3.5
Cc1ccc(C)c2nc(Cl)c(C3NC(=O)c4ccccc4N3)cc12 (configuration not stated)
 : 4.4, -36.2, 4.8, -1.6, -3.2, 1.9, 109.6, -26.0, 3.5, -6.1
CCC1(CC)C(=O)C2=C3C1[C@H](C(=O)OC)C=C(C(=O)OC)C[C@H]3n1c(=O)n(-c3ccccc3)c(=O)n1[C@H]2C (some centres not stated)
 : 0.7, -4.9, -0.6, 12.0, -3.8, -3.4, 104.1, 3.6, -1.1, -32.2
CC(C)N(CC(O)COc1ccc(CC(N)=O)cc1)CC(O)COc1ccc(CC(N)=O)cc1 (configuration not stated)
 : 1.9, 13.0, -1.3, -2.5, -4.5, -0.9, 100.2, 6.2, -2.9, 9.7
O=C(NCCc1cscn1)C1CCC(=O)N(Cc2ccc(Cl)cc2)C1 (configuration not stated)
 : -4.5, -8.7, -2.9, -2.0, -1.8, 1.4, 101.0, 15.0, -0.6, 1.8
C[C@@H]1CN([C@@H](C)CO)S(=O)(=O)c2ccc(Br)cc2O[C@H]1CN(C)C(=O)CN(C)C
 : 1.6, ., ., ., -4.8, -0.7, 99.9, ., -3.8, .
CCOC(=O)c1c(C)[nH]c(C)c1C(=O)COC(=O)c1cccs1
 : -3.9, -4.0, -1.7, -3.0, 3.5, 0.2, 119.7, 8.9, -1.0, 11.8
Cc1ccc(C)c(NC(=O)C(C)CC2COCCO2)c1 (configuration not stated)
 : -10.7, -8.2, -2.3, 1.8, -13.8, 0.1, 95.1, 13.7, -0.1, -4.9
Cc1ncc(CSc2ccc(Cl)cc2)c(CO)c1O
 : 4.2, 3.7, -2.1, -1.0, -3.1, -3.6, 98.0, 9.7, -0.6, 3.4
CCOc1ccccc1NC(=O)Cn1c(-c2ccc(Cl)cc2)noc1=O
 : -12.7, -3.8, 1.1, 3.1, -15.3, -3.3, 89.6, -5.7, -1.9, -9.1
CCC(C(=O)OCC(=O)Nc1c(C)n(C)n(-c2ccccc2)c1=O)c1ccccc1 (configuration not stated)
 : -2.4, 16.0, -2.8, -0.9, -7.6, -1.4, 125.2, 13.1, -4.7, 6.8
N#C/C(=C\c1ccccc1C(F)(F)F)C(=O)Nc1ccccc1F
 : -17.4, -5.7, 3.7, -2.5, -2.4, 1.8, 102.2, -19.4, -1.1, 8.6
O=C1OCCN1C(=O)[C@H]1[C@H](c2ccc([N+](=O)[O-])cc2)C(c2ccc(F)cc2)=NN1c1ccc(Br)cc1
 : -3.0, 0.9, -0.1, 2.3, -10.8, 1.1, 95.3, 0.5, 1.7, -8.3
